Compound activity from PubChem.
S1P4 ag: S1P4 receptor agonists, primary screen, cell-based; Sphingosine 1-phosphate receptor 4 (Homo sapiens), O95977; AID 1509, 2009; S1P4-expressing cell line, agonist reporter assay; 0.35% of 220,000 active; activation, % at 4.98 µM; in the data active = activation above about 11%;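 also: 0% = DMSO vehicle and 100% = reference agonist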
CHOP inh: inhibitors of CHOP promoter induction, primary screen, cell-based, unfolded protein response, luciferase reporter | CHO-K1 CHOP-promoter luciferase, tunicamycin-induced, 15-18 h | AID 2732, 2010 | inhibition, % at 10 µM | 3.8% of 220,000 active;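 active = compounds that reduced the stress-induced luciferase reporter signal by more than about 70% of percent inhibition, limit read from the data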;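 also: 0% = tunicamycin plus vehicle and 100% = wells without tunicamycin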
TRPN1 ag: zebrafish TRPN1 channel agonists, primary screen, cell-based, HEK293, calcium fluorescence. transient receptor potential cation channel N1 (TRPN1/NompC), Danio rerio. HEK293 zebrafish TRPN1-YFP, Fluo-8 calcium fluorescence; 100% = response to 87 µM carbachol. activation, % at 3 µM. 0.18% of 220,000 active. AID 1424, 2008;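 active = activation above its plate's cutoff, the mean activation of test wells on that plate plus 3 SD, cut at about 19% in these data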;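 also: 0% = DMSO alone and 100% = 87 µM carbachol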
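Assay system: Zebrafish TRPN1-YFP in HEK293 cells | Incubation: Dye loading 1 h at 37 °C, then 30 min room temperature | Measured by: Kinetic Fluo-8 fluorescence, ex 470-495, em 515-575 nm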
NPY Y1 blocker: NPY-Y1 receptor antagonists, primary screen, cell-based; Neuropeptide Y receptor type 1 (Homo sapiens), P25929; HEK293-CNG Y1 cells, membrane potential fluorescence; NPY at EC95, then isoproterenol; inhibition, % at 3.6 µM; 1% of 200,000 active;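 active = inhibition above the campaign mean inhibition of all tested compounds plus 3 SD, cut at about 20% in these data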;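 also: 0% = DMSO wells given NPY plus isoproterenol and 100% = isoproterenol alone without NPY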
Target sequence (P25929 whole entry, looked up): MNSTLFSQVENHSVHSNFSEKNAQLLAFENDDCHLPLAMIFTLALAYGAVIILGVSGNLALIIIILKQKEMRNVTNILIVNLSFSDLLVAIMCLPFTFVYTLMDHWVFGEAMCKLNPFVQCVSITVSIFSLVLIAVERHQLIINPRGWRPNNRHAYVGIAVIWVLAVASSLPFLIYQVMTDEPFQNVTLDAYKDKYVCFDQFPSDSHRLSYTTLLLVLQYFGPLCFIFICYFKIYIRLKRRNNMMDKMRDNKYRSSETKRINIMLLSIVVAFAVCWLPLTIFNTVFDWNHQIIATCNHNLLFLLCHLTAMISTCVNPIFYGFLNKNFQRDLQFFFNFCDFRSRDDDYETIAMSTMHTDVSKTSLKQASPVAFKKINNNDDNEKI
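Material: Y1- and CNG-channel-expressing HEK293 cells / Probe or stimulus: NPY 25 nM then isoproterenol 1 µM plus Ro 20-1724 25 µM / Doses: 3.6 µM single dose, DMSO 0.4% / Schedule: compound incubation 1 h at room temperature, readout 45 min post-stimulation / Signal: membrane potential fluorescence / Benchmarks: isoproterenol-only wells as full block versus NPY-plus-isoproterenol wells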
NPY1 pot ag: NPY-Y1 receptor potentiators or agonists, primary screen, cell-based. Neuropeptide Y receptor type 1 (Homo sapiens), P25929. NPY-Y1 expressing cells, potentiator/agonist activation. activation, % at 3.6 µM. 0.37% of 220,000 active. AID 1304, 2008; in the data active = activation above about 33%, passing the limit was not always enough;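 also: cells stimulated with NPY at EC10 then isoproterenol at EC100; 0% = low agonist plus stimulus and 100% = saturating agonist plus stimulus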
EP2 modulator: EP2 receptor modulators, cAMP readout, primary screen, cell-based, HTRF cAMP, PGE2 stimulation; Prostaglandin E2 receptor EP2 subtype (Homo sapiens), P43116; EP2-expressing cells, cAMP HTRF FRET, PGE2 co-stimulation; induction, % at 25 µM; 0.83% of 260,000 active; AID 940, 2007;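 active = compounds whose cAMP rise, as percent of the full-agonist control response, exceeds 60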;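 also: rat C6 glioma line stably carrying human EP2 under a CMV promoter; the protocol text gives 20 µM as final concentration; 100% = response of wells given 1 µM PGE2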
Target sequence (P43116 whole entry, looked up): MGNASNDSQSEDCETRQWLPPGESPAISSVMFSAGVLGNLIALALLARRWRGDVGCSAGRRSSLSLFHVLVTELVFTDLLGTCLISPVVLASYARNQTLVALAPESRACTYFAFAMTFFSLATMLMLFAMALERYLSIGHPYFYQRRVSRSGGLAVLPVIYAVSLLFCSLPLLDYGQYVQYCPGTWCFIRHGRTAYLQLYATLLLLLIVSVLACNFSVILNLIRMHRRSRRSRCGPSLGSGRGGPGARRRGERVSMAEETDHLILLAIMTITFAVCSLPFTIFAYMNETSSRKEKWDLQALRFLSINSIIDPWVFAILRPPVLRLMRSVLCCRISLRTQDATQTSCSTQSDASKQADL
NPY-Y2 PAM-ag: NPY-Y2 potentiators or agonists, primary screen, cell-based. Neuropeptide Y receptor type 2 (Homo sapiens), P49146. cells expressing NPY-Y2, potentiator/agonist read-out. activation, % at 3.6 µM. 0.45% of 220,000 active. AID 1359, 2008; in the data active = activation above about 27%;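 also: cells stimulated with NPY near EC25 plus isoproterenol at EC100; 0% = vehicle plus submaximal agonist and 100% = vehicle plus saturating agonist; some results beyond the cut were filed as inactive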
S1P4 antag: S1P4 receptor antagonists, primary screen, cell-based. S1P4-expressing cells, antagonist mode, reporter read-out. AID 1510, 2009. Sphingosine 1-phosphate receptor 4 (Homo sapiens), O95977. 0.26% of 220,000 active. inhibition, % at 4.98 µM; in the data active = inhibition above about 29%;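 also: 0% = wells stimulated with agonist and 100% = vehicle wells without agonist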
TRPML3 agonist: human TRPML3 channel agonists, primary screen, cell-based, HEK293 TRPML3-YFP, Fluo-8 calcium fluorescence, 3 µM. 100% = the carbachol control signal. activation, % at 3 µM. 0.29% of 220,000 active. Mucolipin-3 (Homo sapiens), Q8TDD5;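 active = activation above its plate's cutoff, the mean activation of the plate's test wells plus 3 SD, cut at about 12% in these data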;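 also: 0% = DMSO only wells and 100% = carbachol wells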
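Test system: HEK293 cells stably carrying human TRPML3-YFP; Doses: single dose, 3 µM final nominal compound, 0.3% DMSO final; Schedule: dye loading 1 h 37 °C then 30 min ambient, 125 s read; Technique: Fluo-8 calcium fluorescence; Benchmarks: high control carbachol 87 µM, low control DMSO.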
* hit, by the source's call; / = no result given; & = joins results of further samples.

SMILES | S1P4 ag | CHOP inh | TRPN1 ag | NPY Y1 blocker | NPY1 pot ag | EP2 modulator | NPY-Y2 PAM-ag | S1P4 antag | TRPML3 agonist
Cc1nn(C)cc1/C=N\NC(=O)Cc1ccc([N+](=O)[O-])cc1 | 0.4 | -3 | 1.4 | 4 | 3 | -19 | 9 | -15 | 0.1
Cc1ccc(-c2nnc(-c3ccccc3)c(N3CCOCC3)n2)cc1 | -0.5 | 51 | -2.2 | 0 | -5 | 50 | 3 | -15 | -1.0
COc1ccc(/C=C/C(=O)NCCN2CCOCC2)cc1OC | 0.6 | -19 | 1.1 | 1 | 3 | 3 | 4 | -13 | -0.5
CCOC(=O)C(Nc1ccc2ccccc2c1)C(=O)OCC | -0.4 | -17 | -0.1 | -2 | 7 | -16 | 11 | -15 | 0.4
CN(C(=O)CSc1nnc(-c2ccncc2)n1-c1ccccc1)C1CCS(=O)(=O)C1 (stereo not given) | 0.3 | -5 | 3.5 | / | 12 | 14 | -8 | 1 | 1.1
CCCCC(C(=O)N/N=C/c1ccccn1)C(=O)N/N=C/c1ccccn1 | 1.7 | 11 | -0.1 | / | 31 | -21 | 2 | -15 | 0.2
CCN(CC)S(=O)(=O)c1cccc(-c2n[nH]c(=S)n2/N=C/c2ccc(OC(F)F)cc2)c1 | 0.7 | -36 | -1.1 | 14 | -23 | 1 | -8 | -14 | -0.2
FC(F)(F)c1cnc(NNC(=S)Nc2cccnc2)c(Cl)c1 | 0.0 | -25 | 2.4 | -2 | 9 | -51 | 14 | -10 | 0.6
O=C(Cn1nc2n(c1=O)-c1ccccc1SC2)N/N=C/c1cccs1 | -1.7 | 15 | -0.7 | / | -27 | -34 | -2 | -12 | 0.5
Cc1ccc(OCCCCN2CCCC(C)C2)c([N+](=O)[O-])c1 (stereo not given) | 0.6 | -13 | 1.9 | 2 | -13 | 11 | -4 | -11 | 1.1
COC(=O)c1sccc1NC(=O)CSc1ccccc1N | -0.7 | -8 | -1.5 | -2 | -11 | 1 | -13 | -11 | 0.0
Cc1cc(S(=O)(=O)N(Cc2cccs2)Cc2ccccc2F)ccc1-n1cnnn1 | 0.9 | -8 | -0.1 | 10 | -3 | -40 | 7 | -2 | 0.0
CC1CC(OC(=O)CN2CCCCC2)CC(C)(C)C1 (stereo not given) | -0.4 | -6 | 1.4 | / | -5 | -2 | 5 | 4 | 0.8
N#C/C(=C/c1ccc(-c2ccc(S(N)(=O)=O)cc2)o1)c1nc2ccccc2s1 | 0.7 | 89* | 13 | 0 | 4 | -53 | 2 | -10 | 14*
COc1nc(N(CC(N)=O)S(=O)(=O)c2ccccc2)nc(C)c1Cl | -0.9 | -5 | -1.2 | 6 | 18 | 5 | -6 | -16 | -0.2
O=C(CN1CCOCC1)NNc1nc(-c2ccccc2)c2cc(Br)ccc2n1 | 1.3 | -14 | 1.6 | 0 | 10 | 5 | 21 | 15 | 0.4
COc1ccccc1NC(=O)CC1Nc2ccccc2NC1=O (stereo not given) | -0.9 | 41 | 0.7 | 1 | 3 | 12 | -7 | -2 | -0.1
CN1CCN(C(=O)N2CCNC2=O)CC1 | 1.4 | 39 | -0.3 | 3 | -4 | -1 | 13 | -5 | 0.9
COC(=O)C1=CN(Cc2ccc(OC)cc2)C=C(C(=O)OC)C1c1cccs1 | -0.2 | -23 | -0.6 | 14 | -4 | 44 | -27 | 15 | -0.5
S=c1[nH]c2cc(Br)cnc2[nH]1 | 0.6 | -3 | 0.8 | / | -16 | -5 | -8 | 7 | -0.1
N#C/C(=N\Nc1ccc(Cl)cc1)C(=N)N1CCCCC1 | 0.4 | 14 | 1.2 | -7 | 41 | -33 | 25 | -6 | 1.1
Cn1cnnc1Sc1ccc(C(=O)OCC(=O)Nc2cc(Cl)cc(Cl)c2)cc1[N+](=O)[O-] | 0.6 | 27 | 0.0 | -6 | -3 | -4 | 4 | -10 | 0.8
CC(C)(C)c1ccc2c(c1)OCC(C(=O)O)O2 (stereo not given) | -0.6 | -1 | 0.6 | 3 | 0 | 12&-4 | 7 | -4 | 0.3
CC1(C)Oc2ccc(C(=O)NC3CCCC3)cc2N(CC(=O)NC2CCCCC2)C1=O | -0.6 | 29 | 0.0 | 10 | 7 | 7 | -22 | -7 | -0.6
Cc1c(NC(=O)CN2C(=O)c3cccc4cccc2c34)c(=O)n(-c2ccccc2)n1C | -0.2 | 31 | 0.2 | 3 | 15 | 16 | 11 | -15 | -0.3
Cc1cc(C)nc(N(C#N)CC(=O)c2ccccc2)n1 | 0.3 | 39 | 0.0 | 2 | 1 | 14 | -16 | -23 | 0.7
Cc1c(NC(=O)CSc2nnc(-c3ccco3)n2-c2ccccc2)c(=O)n(-c2ccccc2)n1C | -0.5 | -17 | 0.8 | -5 | -18 | 20 | -18 | -1 | 0.6
O=c1cc(CN2CCc3ccccc32)nc2sccn12 | -2.5 | 40 | 2.3 | -3 | 11 | 3 | -2 | -2 | 0.6
O=C1C(Nc2ccccc2)=C(NS(=O)(=O)c2ccccc2)C(=O)c2ccccc21 | 2.0 | 11 | -1.0 | -5 | 5 | -16 | -2 | -20 | 0.4
COc1ccc(Cl)cc1NC(=O)Nc1ccccc1SC | -1.8 | 11 | -0.8 | 1 | 4 | -46 | -15 | -1 | -0.1
COC(=O)CSc1ncc(C#N)c(N)n1 | 0.8 | -12 | -0.8 | -3 | 4 | 37 | 10 | -23 | 0.7
O=C(c1cccc(S(=O)(=O)NCc2ccccc2)c1)N1CCN(Cc2ccccc2)CC1 | -3.0 | 25 | 0.5 | -5 | 12 | -22 | -1 | 0 | 0.8
O=C(Nc1cccc(-c2nnc(-c3ccccc3)o2)c1)c1ccc(Br)o1 | -0.3 | 38 | 0.0 | 7 | -60 | -12 | -35 | -9 | 0.5
CCOC(=O)C1(Cc2ccc(O)cc2)NC(c2ccco2)C2C(=O)N(c3ccccc3F)C(=O)C21 (stereo not given) | -1.4 | 18 | 0.9 | 3 | 15 | -7 | 10 | -10 | 0.8
CN(/N=C/c1ccc(O)cc1O)c1ncc(C(F)(F)F)cc1Cl | 2.4 | 30 | 0.1 | / | 10 | 22 | -3 | -13 | 0.8
O=C(/C=C/c1ccccc1)N(Cc1cccs1)C1CCS(=O)(=O)C1 (stereo not given) | -2.0 | -11 | -1.4 | / | 2 | 1 | -30 | -12 | -0.2

A run of entries taken from the entries so far, for reference:
SMILES | S1P4 ag | CHOP inh | TRPN1 ag | NPY Y1 blocker | NPY1 pot ag | EP2 modulator | NPY-Y2 PAM-ag | S1P4 antag | TRPML3 agonist
CN(/N=C/c1ccc(O)cc1O)c1ncc(C(F)(F)F)cc1Cl | 2.4 | 30 | 0.1 | / | 10 | 22 | -3 | -13 | 0.8
O=C(/C=C/c1ccccc1)N(Cc1cccs1)C1CCS(=O)(=O)C1 (stereo not given) | -2.0 | -11 | -1.4 | / | 2 | 1 | -30 | -12 | -0.2

(listing goes on)
SMILES | S1P4 ag | CHOP inh | TRPN1 ag | NPY Y1 blocker | NPY1 pot ag | EP2 modulator | NPY-Y2 PAM-ag | S1P4 antag | TRPML3 agonist
Nc1nnnn1CC(=O)N/N=C/c1cccs1 | 1.6 | 0 | -1.2 | / | 16 | 17 | 12 | -3 | 0.4
NC(=O)c1cc(N2C(=O)C=CC2=O)ccc1Cl | 2.4 | 6 | 1.3 | 6 | 12 | -29 | -8 | -18 | 1.3
O=C(Oc1cccc2cccnc12)c1ccc2c(c1)OCCO2 | 0.3 | -47 | 0.2 | 6 | -21 | 14 | -5 | -20 | 0.7
CN1CCN(C=NC2=NN(c3cccc(C(F)(F)F)c3)CC2)CC1 | -0.9 | -6 | -1.1 | 7 | -9 | 3 | 3 | 12 | 0.6
O=C(N/N=C/c1sc(N2CCOCC2)nc1-c1ccccc1)c1ccc(O)cc1 | 0.7 | -67 | -0.6 | 0 | 16 | -25 | 7 | -13 | 0.0
CNc1oc(-c2cccc3ccccc23)nc1C#N | 3.4 | 41 | -0.1 | -1 | 0 | -5 | 16 | 9 | -0.4
Cc1cc(Cl)c(S(=O)(=O)NC(C)C)cc1OCC(N)=O | 0.4 | 19 | 2.0 | -3 | 8 | 9 | 8 | -11 | 1.0
CCc1cccc(C)c1NC(=O)N(C)C1CCCCC1 | 1.3 | -5 | -1.6 | / | -5 | -2 | -2 | 2 | 0.3
CCOC(=O)c1sc(NCC2CCCO2)nc1C (stereo not given) | -1.4 | 5 | 1.7 | -4 | -3 | 4 | -3 | -20 | 0.2
CSc1cccc(CN2CCN(Cc3ccccc3)C(CCO)C2)c1 (stereo not given) | -2.0 | 16 | 1.3 | 1 | -15 | -24 | -4 | -6 | 1.6
COc1cc(/C=C2\SC(=Nc3c(C)n(C)n(-c4ccccc4)c3=O)NC2=O)ccc1O | -0.2 | -2 | 1.6 | 20* | -28 | 16 | -6 | -28 | 0.3
C=CCNC(=O)c1c(Cl)cccc1Cl | 2.8 | 12 | 1.4 | -5 | -13 | 4 | 2 | -3 | 0.9
CC(C(=O)NCC1CCCO1)n1cccc1C(=O)c1ccccc1 (stereo not given) | -1.7 | 24 | 0.2 | 0 | -16 | 0 | 10 | -15 | 1.0
COc1cc(C)c(CNc2cccc(C)c2)cc1C | -4.9 | 63 | -0.7 | -4 | -21 | 44 | 8 | -20 | 0.1
O=C(CCCN1C(=O)/C(=C/c2cccs2)SC1=S)NNC(=O)c1cccnc1 | 3.1 | 18 | 0.4 | / | 12 | 15 | 0 | -11 | 0.6
COc1ccccc1NC(=O)N1CCN(c2ccccc2F)CC1 | 0.2 | 10 | 14 | 5 | -5 | -2 | -12 | -24 | 0.0
COc1ccc(-n2nc(C(=O)N3CCCCC3)c(C)c(C#N)c2=O)cc1 | 0.7 | 6 | -0.7 | 5 | 9 | 31 | 1 | 2 | 0.1
O=C(Nc1nc2c(ccc3ccccc32)s1)c1cc([N+](=O)[O-])ccc1N1CCOCC1 | -0.6 | 18 | 1.1 | -3 | 5 | -1 | 1 | -4 | 0.9
Cc1cc(C(F)F)n2ncc(C(=O)NCc3ccccc3F)c2n1 | -1.9 | 6 | -0.7 | 6 | -7 | 32 | -15 | -6 | 0.8
O=C1NC(c2ccccc2)=NC1(NS(=O)(=O)c1ccc(Cl)cc1)C(F)(F)F (stereo not given) | 2.0 | 24 | 0.9 | -3 | 1 | 23 | 16 | -11 | 0.3

Outcome played no part in choosing rows. Share with any hit: about 6.5%.
